Mcl-1 Bim block: human Bim-Mcl-1 interaction inhibition | Q07820 | Bead-based flow cytometry, Bim peptide-Mcl-1 binding | inhibition, % at 10 µM | 0.1% of 190,000 active | AID 1009; in the data active = inhibition above about 40%;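 also: 0% = no compound tracer wells and 100% = peptide blocker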
Target sequence (Q07820 whole entry, looked up): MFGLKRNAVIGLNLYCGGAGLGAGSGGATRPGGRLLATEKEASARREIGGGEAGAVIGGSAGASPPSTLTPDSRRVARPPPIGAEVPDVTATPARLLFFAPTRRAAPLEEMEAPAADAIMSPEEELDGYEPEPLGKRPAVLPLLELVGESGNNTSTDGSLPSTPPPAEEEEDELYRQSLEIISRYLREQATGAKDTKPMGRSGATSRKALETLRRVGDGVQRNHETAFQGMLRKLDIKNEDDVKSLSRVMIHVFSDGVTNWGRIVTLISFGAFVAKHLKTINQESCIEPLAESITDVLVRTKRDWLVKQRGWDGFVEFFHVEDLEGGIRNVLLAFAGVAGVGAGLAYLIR
Mcl1-Bid inh: Mcl-1/Bid interaction inhibition; 0.97% of 220,000 active; TR-FRET Mcl-1/Bid-Dy647 peptide binding, 1536-well; inhibition, % at 21.7 µM; Q07820;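 active = compounds that cut the binding signal by more than half at the single screening dose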;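 also: His-tagged Mcl-1 with europium anti-His antibody binding Bid BH3 peptide; 0% = Mcl-1 plus peptide wells and 100% = peptide-only wells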
Pf gametocyte: inhibitors of late stage P. falciparum gametocyte viability. AID 743093. P. falciparum stage V gametocytes, ATP luminescence, 24 h. 0.065% of 150,000 active. inhibition, % at 10.9 µM;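 active = inhibition above the mean plus 3 SD of compounds within the control limits, set per campaign, cut at about 38% in these data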;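 also: 0% = DMSO wells and 100% = medium only without gametocytes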
Rac1 mut GTP: alters GTP binding to activated mutant human Rac1; P63000; GST-Rac1 activated beads, fluorescent GTP binding, flow cytometry; actives lie on both sides; 100% means binding = to untreated wells; percent activity (GTP binding), % at 10 µM; 0.11% of 190,000 active; AID 764;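 active = GTP binding at least 20 percentage points away from the 100% baseline, in either direction, so actives lie on both sides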
Avidin fluor: avidin bead compound fluorescence profile; Avidin beads, compound fluorescence 488/530 nm, flow cytometry; active compounds read high; fluorescence (KMESF) at 10 µM; 0.38% of 220,000 active; in the data active = fluorescence above about 47; also: inactives centre near 10
Rac1 wt modul: human Rac1 wildtype GTP binding, inhibitors and activators; P63000; GST-Rac1 beads, fluorescent GTP binding, flow cytometry; actives lie on both sides; 0 = cold GTP competed, 100 = untreated; GTP binding activity (% of control), % at 10 µM; 0.27% of 190,000 active;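 active = GTP binding activity at least 20 points away from the 100% control level, either lower or higher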
HRas wt GTP bind: human HRas wildtype GTP binding, change in either direction; P01112; GST-Ras wt beads, Bodipy-FL-GTP binding, flow cytometry; actives lie on both sides; GTP binding activity, % at 10 µM; 0.14% of 190,000 active;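 active = GTP binding activity at least 20% away from the 100% baseline, either lowered as inhibitor or raised as activator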;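 also: 0% = unlabeled GTP competition control and 100% = no-compound control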
Target sequence (P01112 whole entry, looked up): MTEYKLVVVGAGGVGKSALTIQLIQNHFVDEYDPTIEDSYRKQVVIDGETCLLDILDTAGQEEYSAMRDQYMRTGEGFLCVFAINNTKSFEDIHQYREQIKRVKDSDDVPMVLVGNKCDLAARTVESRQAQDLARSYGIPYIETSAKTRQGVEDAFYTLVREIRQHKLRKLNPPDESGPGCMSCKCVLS
Cdc42 wt: modulators (inhibitors or activators) of GTP binding to human Cdc42 wildtype | P60953 | 0.2% of 190,000 active | GST-Cdc42 beads, Bodipy-GTP binding, flow cytometry; actives lie on both sides | percent activity (GTP binding), % at 10 µM;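 active = percent activity GTP binding at least 20 points away from the 100% baseline, either down as inhibitor or up as activator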;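 also: median bead fluorescence of bound Bodipy-FL-GTP at 100 nM; 0% = excess unlabeled GTP control and 100% = no compound control; below 100% means less GTP binding so inhibitor and above means activator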
Target sequence (P60953 whole entry, looked up): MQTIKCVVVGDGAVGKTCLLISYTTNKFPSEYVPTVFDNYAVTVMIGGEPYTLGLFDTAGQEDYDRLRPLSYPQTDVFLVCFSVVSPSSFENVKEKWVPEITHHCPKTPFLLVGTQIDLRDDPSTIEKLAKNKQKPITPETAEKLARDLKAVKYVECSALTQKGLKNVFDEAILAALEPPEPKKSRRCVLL
Mcl1-Noxa inh: disrupts binding of human Mcl-1 to Noxa peptide. TR-FRET Mcl-1/Noxa peptide binding, 2 h. inhibition, % at 21.7 µM. 1.5% of 220,000 active. AID 1022;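 active = compounds that cut the protein-peptide binding signal by more than 50% relative to plate controls in a single-dose test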;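 also: His-tagged Mcl-1 with rhodamine Noxa BH3 peptide and terbium anti-His antibody; 0% = Mcl-1 plus Noxa peptide wells and 100% = peptide-only wells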
Rab7 wt modul: dog Rab7 wildtype GTP binding, inhibitors and activators; GST-Rab7 beads, fluorescent GTP binding, flow cytometry; actives lie on both sides; untreated = 100%, excess cold GTP = 0%; GTP binding activity (percent of control), % at 10 µM; 0.055% of 190,000 active; AID 758;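 active = fluorescent GTP binding to Rab7 beads changed by at least 20 points from the 100% baseline, either direction, mostly lower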;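 also: median green fluorescence of bound Bodipy-FL-GTP per Rab7 bead population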
Rab2A wt mod: changes GTP binding to wildtype dog Rab2A, up or down; GTP binding activity, % at 10 µM; 0.19% of 190,000 active; GST-Rab2 wt beads, Bodipy-GTP binding, flow cytometry; P61105;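 active = GTP binding activity at least 20 points away from 100%, either lowered or raised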;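 also: 0% = beads with excess unlabeled GTP and 100% = no-compound control corrected for plate trend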
Starred values were filed as active, the others as inactive; . = no result given.

SMILES | Mcl-1 Bim block | Mcl1-Bid inh | Pf gametocyte | Rac1 mut GTP | Avidin fluor | Rac1 wt modul | HRas wt GTP bind | Cdc42 wt | Mcl1-Noxa inh | Rab7 wt modul | Rab2A wt mod
Cc1ccc(OCC(=O)NC(=S)Nc2cccc(C)n2)cc1 | -1 | 9 | 29 | 100 | 2 | 105 | 97 | 101 | 5 | 101 | 99
COC(=O)C1C(=O)CC(C)(O)C(C(=O)OC)C1c1ccc2c(c1)OCO2 (configuration not stated) | 0 | -18 | . | 94 | 30 | 92 | 95 | 93 | 16 | 92 | 94
C=CCn1c(COc2cccc(C)c2)nnc1SCC(=O)c1c[nH]c2c(CC)cccc12 | -9 | -29 | . | 98 | 7 | 104 | 100 | 99 | 4 | 98 | 98
CCCOc1ccc(C2c3c(oc4cc(C)c(C)cc4c3=O)C(=O)N2CCCN2CCOCC2)cc1 (configuration not stated) | -2 | -9 | . | 99 | 9 | 103 | 98 | 98 | 0 | 98 | 97
Cc1cc(C(F)(F)F)nc(SCC(=O)Nc2ccccc2)n1 | -3 | -33 | . | 101 | 13 | 106 | 100 | 104 | 9 | 99 | 101
Cc1cccc(/C(N)=N/OC(=O)c2ccc(F)cc2)c1 | -4 | -16 | . | 100 | 16 | 104 | 102 | 104 | 25 | 99 | 99
O=C(CN1CCN(S(=O)(=O)c2cc(Cl)ccc2Cl)CC1)Nc1ccc2c(c1)OCCO2 | -1 | -2 | -15 | 99 | 12 | 98 | 101 | 101 | -4 | 99 | 100
CCOC(=O)c1nn(-c2ccccc2)c2nc(-c3ccc(OC)cc3)c(C#N)c(=O)n12 | 0 | -3 | -15 | 100 | 16 | 104 | 100 | 102 | 1 | 106 | 101
Cc1cc(NC(=O)c2cc(C)on2)no1 | -2 | -21 | . | 100 | 12 | 101 | 100 | 102 | 2 | 99 | 101
O=C1Nc2ccc(F)cc2C12Nc1ccccc1-c1nnc(SCc3ccccc3F)nc1O2 (configuration not stated) | -2 | -1 | 9 | 98 | 20 | 111 | 110 | 116 | 22 | 113 | 107
O=C(O)c1ccc(CN(c2ccccn2)S(=O)(=O)c2ccccc2)cc1 | -1 | -2 | . | 92 | 33 | 96 | 96 | 96 | -5 | 98 | 93
COc1ccccc1CN1C[C@@H]2C[C@@H](c3ccc(Cl)cc3)N3CCC[C@@]23C1=O | -2 | -58 | 0 | 95 | 11 | 102 | 100 | 98 | 9 | 102 | 98
CC1=CC(C)(C)N(C(=O)CNC2CCCC2)c2cc(C)ccc21 | -1 | -22 | 8 | 93 | 11 | 97 | 96 | 94 | 33 | 98 | 97
CC(C)(C)n1nc2c(c1NC(=O)COc1ccccc1F)CS(=O)(=O)C2 | -1 | -10 | 3 | 97 | 3 | 98 | 98 | 97 | 18 | 100 | 97
Cc1ccc(N2C(N)=C(C#N)C(c3cccnc3)C3=C2CCCC3=O)cc1 (configuration not stated) | 13 | -34 | . | 98 | 38 | 99 | 98 | 98 | -5 | 101 | 99
Cc1cc(C)nc(NCC(O)CNc2ccccc2Cl)n1 (configuration not stated) | -4 | -15 | . | 99 | 37 | 108 | 103 | 103 | -22 | 102 | 103
NS(=O)(=O)c1ccc(CCNC(=O)CSc2nc3ccccc3c(=O)n2CCN2CCOCC2)cc1 | -1 | 1 | -1 | 97 | 9 | 101 | 97 | 99 | 9 | 98 | 101
CCOc1ccc(C(=O)Nc2cc(-c3nc4ccccc4[nH]3)ccc2C)cc1[N+](=O)[O-] | -2 | -5 | -21 | 96 | 65* | 97 | 98 | 97 | 3 | 95 | 99
COc1ccc(C(=O)C[N+]2(C)CCOCC2)cc1 | 8 | -29 | . | 102 | 34 | 110 | 103 | 106 | -6 | 101 | 104
CC(C)C(=O)NC(=S)NCC(=O)c1ccccc1 | -5 | -10 | -48 | 101 | 13 | 109 | 102 | 106 | 15 | 103 | 102
CC(=O)NC(Cc1ccccc1F)C(=O)NC1CCN(c2ncccc2[N+](=O)[O-])CC1 (configuration not stated) | 0 | -17 | 6 | 96 | 8 | 103 | 97 | 94 | -14 | 96 | 99
CCCn1c(O)c(CN2CCCCC2)c(C)c(C#N)c1=O | -1 | -76 | . | 97 | 9 | 100 | 102 | 102 | 6 | 101 | 101
Cc1onc(-c2ccccc2)c1C(=O)N1CCCN(C(=O)c2c(-c3ccccc3)noc2C)CC1 | -1 | -26 | -24 | 98 | 10 | 105 | 103 | 102 | -3 | 102 | 101
CCn1cc(S(=O)(=O)CC(=O)Nc2cc(C)ccc2C)c2ccccc21 | -1 | -23 | . | 97 | 6 | 99 | 101 | 102 | 11 | 99 | 102
COCc1nnc(NS(=O)(=O)c2ccc(Br)cc2)s1 | -1 | 13 | -4 | 101 | 12 | 112 | 102 | 101 | 10 | 105 | 104

Avidin fluor, hit marks shown above.
| molecule | Mcl-1 Bim block | Mcl1-Bid inh | Rac1 mut GTP | Avidin fluor | Rac1 wt modul | HRas wt GTP bind | Cdc42 wt | Mcl1-Noxa inh | Rab7 wt modul | Rab2A wt mod |
| --- | --- | --- | --- | --- | --- | --- | --- | --- | --- | --- |
| CCOc1ccc(C(=O)Nc2cc(-c3nc4ccccc4[nH]3)ccc2C)cc1[N+](=O)[O-] | -2 | -5 | 96 | 65* | 97 | 98 | 97 | 3 | 95 | 99 |

(next part)
SMILES | Mcl-1 Bim block | Mcl1-Bid inh | Pf gametocyte | Rac1 mut GTP | Avidin fluor | Rac1 wt modul | HRas wt GTP bind | Cdc42 wt | Mcl1-Noxa inh | Rab7 wt modul | Rab2A wt mod
Cc1ccc(NCc2ccccc2F)cc1 | -5 | -15 | . | 99 | 3 | 102 | 99 | 98 | 19 | 99 | 98
CSc1ccc(S(=O)(=O)NCc2ccccc2)cc1 | -1 | -26 | . | 100 | 7 | 101 | 96 | 100 | -7 | 93 | 95
FC(F)(F)c1cc(Oc2ccccc2Cl)nc(-c2ccccn2)n1 | -7 | 1 | 17 | 97 | 11 | 103 | 98 | 98 | 8 | 98 | 94
CCCCc1c(O)n2c(nc3ccccc32)[nH]c1=O | -4 | -12 | -9 | 101 | 10 | 108 | 105 | 103 | 15 | 101 | 103
Cc1ccc(C(=O)Nc2nc(-c3cccnc3)cs2)o1 | 0 | -12 | . | 98 | 8 | 100 | 97 | 96 | 21 | 95 | 96
CCCc1cc(=O)[nH]c(SCC(=O)c2ccc3c(c2)OCCO3)n1 | -1 | -2 | 7 | 93 | 16 | 98 | 95 | 94 | 19 | 97 | 96
Cc1ccc(C(=O)c2cn(-c3ccc(F)c(Cl)c3)nn2)cc1 | 3 | 1 | -2 | 95 | 25 | 106 | 102 | 100 | 13 | 102 | 95
Nc1nc(N2CCN(C(c3ccccc3)c3ccccc3)CC2)n[nH]1 | 2 | -36 | . | 95 | 2 | 99 | 96 | 97 | 10 | 98 | 97
N#Cc1c(N)nc2c(c1N)CC(C(F)(F)F)O2 (configuration not stated) | -6 | 1 | . | 96 | 4 | 98 | 96 | 96 | 12 | 93 | 94
CCN(CC(=O)Nc1ccc(Cl)c(C(F)(F)F)c1)CC(=O)NC1CCS(=O)(=O)C1 (configuration not stated) | 1 | -12 | 6 | 92 | 11 | 95 | 92 | 90 | 6 | 92 | 93
CCC(C)Nc1nc(CN2CCOCC2)nc2sc3c(c12)CCC3 (configuration not stated) | -2 | -3 | . | 95 | 23 | 100 | 98 | 95 | 11 | 99 | 96
O=C(Oc1ccc(Cl)c2cccnc12)N1CCOCC1 | -2 | -2 | . | 99 | 29 | 103 | 103 | 105 | 13 | 103 | 104
CNc1nc(Nc2ccccc2)nc(OCC(F)(F)F)n1 | -1 | 3 | -14 | 93 | 8 | 97 | 95 | 100 | -11 | 100 | 99
O=C(Nc1ccc(Cn2cccn2)cc1)c1ccc(COc2cccc(Br)c2)cc1 | 2 | -32 | . | 100 | 12 | 108 | 104 | 105 | -5 | 104 | 101
CCOC(=O)CCc1nc2ccccc2[nH]c1=O | 1 | -2 | . | 102 | 5 | 106 | 105 | 107 | 4 | 105 | 104
C(=Nc1ccc(Nc2ccccc2)cc1)c1ccc2ccccc2c1 | -3 | -146 | . | 97 | 3 | 97 | 95 | 98 | -5 | 96 | 94
COc1ccc(CNC(=O)CS(=O)Cc2nc(-c3ccc(C)cc3)oc2C)cc1 (configuration not stated) | -2 | -11 | . | 96 | 6 | 100 | 101 | 99 | 8 | 100 | 100
O=c1n(-c2cccc(Cl)c2)c(=O)n2n1CCC2 | 0 | -30 | . | 100 | 8 | 101 | 100 | 101 | 11 | 101 | 100
CCOC(=O)Cc1csc(NC(=O)COc2ccc(N(C)S(=O)(=O)c3cccs3)cc2)n1 | -7 | -4 | . | 94 | 10 | 94 | 96 | 94 | 9 | 97 | 94
CCN(C(=S)Nc1cccnc1)c1cccc2ccccc12 | -1 | -10 | -15 | 94 | 10 | 101 | 97 | 96 | 12 | 98 | 96
O=C(CSc1nnc(-c2ccncc2)o1)N1CCCC1 | -3 | -13 | . | 92 | 24 | 98 | 93 | 93 | 13 | 99 | 96
CC(On1nnc2ccccc21)C(=O)N1CCN(Cc2ccccc2)CC1 (configuration not stated) | 0 | -13 | . | 98 | 32 | 99 | 96 | 98 | 1 | 97 | 94
CN(CC(=O)Nc1ccccc1C(=O)N1CCCC1)S(=O)(=O)c1ccc(Br)cc1 | 0 | -8 | 1 | 102 | 29 | 112 | 101 | 107 | 0 | 96 | 102

Grouped by structure, those above containing a nitro group on carbon
SMILES | Mcl-1 Bim block | Mcl1-Bid inh | Pf gametocyte | Rac1 mut GTP | Avidin fluor | Rac1 wt modul | HRas wt GTP bind | Cdc42 wt | Mcl1-Noxa inh | Rab7 wt modul | Rab2A wt mod
CCOc1ccc(C(=O)Nc2cc(-c3nc4ccccc4[nH]3)ccc2C)cc1[N+](=O)[O-] | -2 | -5 | -21 | 96 | 65* | 97 | 98 | 97 | 3 | 95 | 99
CC(=O)NC(Cc1ccccc1F)C(=O)NC1CCN(c2ncccc2[N+](=O)[O-])CC1 (configuration not stated) | 0 | -17 | 6 | 96 | 8 | 103 | 97 | 94 | -14 | 96 | 99

Some of these compounds in order of their number in HRas wt GTP bind, high to low.
smiles	Mcl-1 Bim block	Mcl1-Bid inh	Rac1 mut GTP	Avidin fluor	Rac1 wt modul	HRas wt GTP bind	Cdc42 wt	Mcl1-Noxa inh	Rab7 wt modul	Rab2A wt mod
O=C(Nc1ccc(Cn2cccn2)cc1)c1ccc(COc2cccc(Br)c2)cc1	2	-32	100	12	108	104	105	-5	104	101
Cc1ccc(NCc2ccccc2F)cc1	-5	-15	99	3	102	99	98	19	99	98
CCC(C)Nc1nc(CN2CCOCC2)nc2sc3c(c12)CCC3 (configuration not stated)	-2	-3	95	23	100	98	95	11	99	96
Cc1ccc(C(=O)Nc2nc(-c3cccnc3)cs2)o1	0	-12	98	8	100	97	96	21	95	96
CSc1ccc(S(=O)(=O)NCc2ccccc2)cc1	-1	-26	100	7	101	96	100	-7	93	95
C(=Nc1ccc(Nc2ccccc2)cc1)c1ccc2ccccc2c1	-3	-146	97	3	97	95	98	-5	96	94
CCN(CC(=O)Nc1ccc(Cl)c(C(F)(F)F)c1)CC(=O)NC1CCS(=O)(=O)C1 (configuration not stated)	1	-12	92	11	95	92	90	6	92	93
